TDP1 block: qHTS Assay for Inhibitors of Tyrosyl-DNA Phosphodiesterase (TDP1); Tyrosyl-DNA phosphodiesterase 1 (Homo sapiens), Q9NUW8; recombinant TDP1, AlphaScreen DNA substrate cleavage; Potency, µM (doses to about 130 µM), without a hit: at the top dose activity change, negative = inhibition, actives largely listed as inhibitors; actives 0.28% (n = 350,000); AID 485290, 2010; also: nearly all actives have a fitted effect of over 40% in size
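Signal: AlphaScreen proximity between streptavidin donor and anti-FITC acceptor beads on intact substrate. Reaction: Tdp1 1 nM, substrate 15 nM final, 5 min RT after 15 min compound preincubation.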
KAT2A inh: qHTS Assay for Inhibitors of GCN5L2; Histone acetyltransferase KAT2A (Homo sapiens), Q92830; GCN5L2 HAT assay, ThioGlo1 CoA-SH fluorescence; Potency, µM (titrated, usually from 58.9 µM), inactives show top-dose activity change, negative = inhibition, usual class: inhibitors; actives 0.21% (n = 390,000); AID 504327, 2011
Target sequence (Q92830 whole entry, looked up): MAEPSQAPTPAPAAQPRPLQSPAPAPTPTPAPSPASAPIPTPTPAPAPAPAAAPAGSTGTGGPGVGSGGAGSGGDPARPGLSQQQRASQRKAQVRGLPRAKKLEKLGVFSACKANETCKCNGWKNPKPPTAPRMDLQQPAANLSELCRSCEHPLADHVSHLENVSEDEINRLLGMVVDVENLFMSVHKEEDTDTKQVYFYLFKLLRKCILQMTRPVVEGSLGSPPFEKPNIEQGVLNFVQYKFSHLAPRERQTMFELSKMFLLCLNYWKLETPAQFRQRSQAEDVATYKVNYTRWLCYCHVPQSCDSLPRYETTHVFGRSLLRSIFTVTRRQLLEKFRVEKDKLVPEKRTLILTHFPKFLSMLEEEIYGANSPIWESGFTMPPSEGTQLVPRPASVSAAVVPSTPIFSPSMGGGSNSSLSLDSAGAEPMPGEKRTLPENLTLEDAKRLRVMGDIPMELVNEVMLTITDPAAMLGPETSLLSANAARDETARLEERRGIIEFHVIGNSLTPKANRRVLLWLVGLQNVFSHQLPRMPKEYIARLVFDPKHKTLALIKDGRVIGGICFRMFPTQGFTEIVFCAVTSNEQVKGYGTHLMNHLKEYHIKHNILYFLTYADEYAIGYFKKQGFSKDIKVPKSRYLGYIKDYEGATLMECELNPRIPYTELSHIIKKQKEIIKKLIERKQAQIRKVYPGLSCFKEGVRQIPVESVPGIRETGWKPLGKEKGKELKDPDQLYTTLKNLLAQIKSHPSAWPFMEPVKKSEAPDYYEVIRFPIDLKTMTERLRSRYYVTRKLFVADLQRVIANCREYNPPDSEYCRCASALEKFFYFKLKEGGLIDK
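qHTS, 1536-well. 20nM enzyme, pH 7.5 HEPES/EDTA/Tween-20 buffer; 15 min compound preinc., RT. Start: 75uM H3(1-25), 70uM AcCoA, 50uM ThioGlo1. Read Ex340/Em540 at t=0 (autofluorescence flag) and t=20 min.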
DT40 TDP1 no CPT: qHTS for Inhibitors of human tyrosyl-DNA phosphodiesterase 1 (TDP1): qHTS in cells in absence of CPT | DT40 Tdp1-/- hTDP1 cells, no CPT, ATP luminescence, 48 h | Potency, µM (series often up to 46.2 µM), for the others: at the top dose activity change, negative = growth inhibition, actives largely listed as inhibitors | actives 15% (n = 420,000); also: nearly all actives have a fitted effect of over 55% in size
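Camptothecin absent (DMSO only). Human TDP1-complemented DT40 knockout cells, 400 cells/well, 37 °C for minimum 48 hr; ATP measured via CellTiter-Glo, 30 min dark incubation, luminescence.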
* marks the source's active call; other numbers are inactive results; ? = inconclusive; . = not tested or not shown; & = joins results of further samples; [ ] = another dose, or the depositor's remark. Calls follow the shape of the dose curve; as a rule, active = well fitted curve in the direction sought with a large enough effect; inconclusive = small, poorly fitted or top-dose-only effect, or another doubt; inactive = no such curve, though single readings can be large; an effect the other way counts as inactive or inconclusive. % is scaled to controls: 0 for no effect and ±100 for the full control effect; potency is read from the fitted curve at half-maximal effect.

SMILES	TDP1 block	KAT2A inh	DT40 TDP1 no CPT
Cc1cccc(OCCSc2nc(N)cc(N)n2)c1	.	-5.5%	20.6µM*
CC(=O)NNC(=S)NCCc1ccccc1	1.2%	0.0%	-2.4%
O=C(Nc1nc2n(n1)C(c1ccc(Cl)cc1)C=C(c1ccccc1)N2)c1ccco1 (centres undefined)	2.9%	0.2%	20.6µM*
CCOc1ccccc1NC(=O)CN1C(=O)COc2ccc(S(=O)(=O)N3CCCCC3)cc21	7.7%	-1.2%	23.1µM*
Cc1cccc(C)c1N1CCN(S(=O)(=O)c2ccc(F)cc2)CC1	4.5%	-4.4%	16.4µM*
Cc1ccc(C)c(N2CCN(C(=O)c3ccc4c(Cl)c5c(nc4c3)CCCC5)CC2)c1	3.5%	-10.7%	?
COc1ccc(NC(=O)CCc2nnc3ccc(NCc4ccc5c(c4)OCO5)nn23)cc1	-10.2%	-7.5%	-5.8%
O=C(C1CC1)N1CCN(c2nc3c(F)cc(F)cc3s2)CC1	-2.6%	-0.3%	14.6µM*
Cc1cccc(C)c1OCCn1c(C2CC(=O)N(Cc3ccc(F)cc3)C2)nc2ccccc21 (centres undefined)	11.4%	-3.4%	18.4µM*
NS(=O)(=O)c1ccc(CNC(=O)Cc2ccccc2[N+](=O)[O-])cc1	3.4%	-7.3%	-1.5%
COc1ccccc1Cn1ccn(Cc2c(F)cccc2Cl)c(=O)c1=O	9.1%	-8.5%	?
CCOC(=O)CNC(=O)c1ccc2[nH]c3ccccc3c2c1	8.2%	-11.4%	?
C=CCn1c(SCc2cccnc2)nnc1-c1ccncc1	-2.1%	-2.5%	-1.9%
C/C(CC(=O)Nc1cccc(Cl)c1)=N\NC(=O)Cc1ccc(Cl)cc1	1.0%	-14.6%	-29.7%
CC1=C(C(=O)Nc2ccccc2)C(c2ccccn2)n2nc(SCc3ccccc3)nc2N1 (centres undefined)	2.9%	-11.4%	?
OCCNCc1cccc(Br)c1	3.6%	-14.3%	-12.2%
CCOc1ccc2nc(Cl)c(C3CC(c4ccco4)=NN3S(C)(=O)=O)cc2c1 (centres undefined)	2.7%	-11.6%	-27.8%
Cc1ccc(-n2c(NN)nc3ccccc3c2=O)c(C)c1	0.0%	0.7%	?
COCc1cc(=O)[nH]c(N2CCN(c3ccccc3OC)CC2)n1	4.5%	1.4%	22.7%
COc1ccccc1N1CCN(C(=O)c2sc3ncn(CC(=O)N4CCC(C)CC4)c(=O)c3c2C)CC1	2.0%	-5.1%	1.84µM*
CCOCCCNC(=O)C1c2ccccc2Oc2ccccc21	.	0.1%	-22.1%
CC1CCCN(Cc2c(O)ccc3c(=O)c(-c4ccc(Cl)cc4)coc23)C1 (centres undefined)	.	0.8%	-7.8%
COC(=O)C1=C(Nc2ccc(C)cc2)C=C(C)C(C(=O)OC)C1c1ccc(F)cc1 (centres undefined)	0.0%	-24.1%	?
CC(C)N(C(=O)COC(=O)c1ccc([N+](=O)[O-])cc1)c1ccccc1	0.0%	-6.9%	-3.9%
O=C(NCc1ccc2c(c1)OCO2)c1ccc(CSCc2cccc(Cl)c2)o1	4.7%	-6.6%	?
COc1ccccc1N1CCN(CC(=O)Nc2ccccc2C(=O)NC(C)c2ccccc2)CC1 (centres undefined)	0.3%	-2.9%	18.4µM*
CSc1nc2c(c(=O)[nH]c(=O)n2C)n1C/C=C(\C)Cl	-5.7%	-5.1%	-21.8%
CC1CN(C(=O)c2ccc(COc3ccc(C(C)C)cc3)o2)CC(C)O1 (centres undefined)	-7.4%	-18.1%	20.6µM*
Nc1ccc(C(=O)O)c(O)c1	6.1%	-5.5%&1.9%&-2.5%&17.1%&9.1%&0.8%	0.1%&-17.6%&2.8%&3.5%&-1.6%
O=S(=O)(N/N=C\C=C\c1ccccc1)c1ccc(Cl)cc1	5.9%	-8.1%	-7.2%
COc1ccc(N2CC(C(=O)Nc3nnc(C4CCCCC4)s3)CC2=O)cc1 (centres undefined)	.	-3.0%	?
COc1ccc(/C=C/C(=O)NC2CCCCCCC2)cc1S(=O)(=O)N1CCOCC1	0.0%	-1.1%	20.6µM*
CCCCCCC(=O)Nc1ccc(Br)cn1	-4.3%	-10.8%	-2.4%
COc1ccccc1OCc1ccc(C(=O)NC(C)(C)C)o1	-3.3%	-2.9%	?
Cc1ccc(N2C(=O)NC(NS(=O)(=O)c3ccccc3)(C(F)(F)F)C2=O)cc1C (centres undefined)	3.4%&0.0%	2.0%&-2.6%	4.9%&-8.0%
CN1CCN(C(CNC(=O)C(=O)Nc2ccc(F)cc2)c2cccnc2)CC1 (centres undefined)	3.9%	-19.2%	-2.8%
O=C(CCCc1ccccc1)Nc1cccnc1Cl	0.0%	15.9%	5.5%
Cc1ccc(N(Cc2ccccc2)C(=O)c2cccc(S(=O)(=O)N3CCN(C)CC3)c2)cc1	5.0%	1.4%	?
Cc1c(C(=O)N2CCCCCC2)c(S(=O)(=O)N(Cc2ccccc2)C(C)(C)C)c(C)n1C	1.9%	-16.4%	20.6µM*
Cc1c(C(=O)Nc2cccc(S(=O)(=O)N3CCOCC3)c2)oc2ccc(Br)cc12	-2.7%	-3.9%	-25.8%

Some of these compounds in order of formula weight, smallest number first:
SMILES	TDP1 block	KAT2A inh	DT40 TDP1 no CPT
CSc1nc2c(c(=O)[nH]c(=O)n2C)n1C/C=C(\C)Cl	-5.7%	-5.1%	-21.8%
COc1ccccc1OCc1ccc(C(=O)NC(C)(C)C)o1	-3.3%	-2.9%	?
O=S(=O)(N/N=C\C=C\c1ccccc1)c1ccc(Cl)cc1	5.9%	-8.1%	-7.2%
CC(C)N(C(=O)COC(=O)c1ccc([N+](=O)[O-])cc1)c1ccccc1	0.0%	-6.9%	-3.9%

Entries of single compounds as entered above. Screens in order: TDP1 block | KAT2A inh | DT40 TDP1 no CPT
COc1ccccc1OCc1ccc(C(=O)NC(C)(C)C)o1 in the list: -3.3% | -2.9% | ?
OCCNCc1cccc(Br)c1 in the list: 3.6% | -14.3% | -12.2%
O=C(Nc1nc2n(n1)C(c1ccc(Cl)cc1)C=C(c1ccccc1)N2)c1ccco1 (centres undefined) in the list: 2.9% | 0.2% | 20.6µM*
O=C(CCCc1ccccc1)Nc1cccnc1Cl in the list: 0.0% | 15.9% | 5.5%
NS(=O)(=O)c1ccc(CNC(=O)Cc2ccccc2[N+](=O)[O-])cc1 in the list: 3.4% | -7.3% | -1.5%

The list continues.
SMILES	TDP1 block	KAT2A inh	DT40 TDP1 no CPT
COc1cccc(CN(C)C(=O)CC2C(=O)NCCN2C2Cc3ccccc3C2)c1 (centres undefined)	3.6%	-6.7%	-28.0%
C=CCn1c(SCCNC(C)=O)nc2cc(-c3ccccc3)sc2c1=O	-1.8%	-2.7%	-24.4%
CC(C)CCN1CCN(Cc2cnc(-c3ccccc3)s2)CC1CCO (centres undefined)	-5.1%	?	-15.6%
O=C(CN1C(=O)NC2(CCCc3ccccc32)C1=O)c1ccc(Br)cc1 (centres undefined)	-0.1%	-5.3%	13µM*
CCOC(=O)C1=C(C)NC(C)=C(C(=O)OCC)C1C(=O)OCC(=O)NC(C)C	6.5%	-2.7%	?
O=C(O)COCC(=O)N1CCN(C(c2ccccc2)c2ccccc2)CC1	0.0%	3.5%	7.9%
COc1ccccc1N1CC(C(=O)Nc2ccccc2N2CCCC2)CC1=O (centres undefined)	-5.1%	-7.1%	-4.5%
Cc1cc(C(=O)N2CCN(c3ncccn3)CC2)c(C)o1	0.0%	-24.8%	23.1µM*
O=c1cc(-c2ccccc2)[nH]c2nc(Cl)ccc12	11.3%[56.1 µM]	-2.8%	.
Cc1ccc2c(c1)N(C(=O)CCC(=O)O)CCO2	0.0%	-5.3%	?
COc1ccc(C(C)(C)C)cc1NC(=S)NCCN1CCOCC1	0.0%	4.1%	-2.1%
O=C(c1cc2ccccc2oc1=O)N1CCCCCCC1	2.9%	-0.6%	5.7%
O=C(NNS(=O)(=O)c1ccccc1)c1ccc(S(=O)(=O)N2CCCCC2)cc1	3.0%	1.1%	5.7%
COc1ccc(C2CC(=O)c3cnn(-c4nc(C)cc(C)n4)c3C2)cc1OC (centres undefined)	2.6%	-6.1%	?
O=C(Nc1cccnc1)c1cn(-c2ccccc2)nc1-c1cccs1	1.0%	-5.7%	-11.0%
Cc1ccc(NS(=O)(=O)c2cccc(C(=O)N/N=C/c3ccc4c(c3)OCCO4)c2)c(C)c1	-2.4%	4.3%	-24.2%
O=C(O)c1ccc2c(c1)ncn2C1CCCCCC1	-8.7%	1.3%	1.9%
Cc1ccc(S(=O)(=O)c2cnc(SC(C)C(=O)Nc3ccccc3)[nH]c2=O)cc1 (centres undefined)	1.0%	0.7%	.
COc1ccc(CCNC(=O)CCc2cn(Cc3ccccc3Cl)c3ccccc23)c(OC)c1	10.3%	-5.9%	16.4µM*
CSc1ncccc1C(=O)OCC(=O)Nc1ccc2c(c1)CCC2	0.2%	0.3%	2.4%

A run of entries taken from the entries so far:
SMILES	TDP1 block	KAT2A inh	DT40 TDP1 no CPT
Cc1cc(C(=O)N2CCN(c3ncccn3)CC2)c(C)o1	0.0%	-24.8%	23.1µM*
O=c1cc(-c2ccccc2)[nH]c2nc(Cl)ccc12	11.3%[56.1 µM]	-2.8%	.

Next part
SMILES	TDP1 block	KAT2A inh	DT40 TDP1 no CPT
CCOC(=O)C1=CN(Cc2cccc(F)c2)S(=O)(=O)NC1c1ccc(Br)cc1F (centres undefined)	-1.0%[56.1 µM]	-16.0%	?
CC(C)c1ccc(/C=N/NC(=O)c2ccc(-n3cnnn3)cc2)cc1	-11.1%	3.2%	11.6µM*
O=C(NCc1cccnc1)c1sc2cc(Cl)ccc2c1Cl	3.0%	-12.3%	?
Cc1ccc(S(=O)(=O)c2nnn3c2nc(NC2CCCCCC2)c2sccc23)cc1C	-2.6%	-9.4%	20.6µM*
COC(=O)c1nnn(CC(=O)NC(=O)Nc2ccccc2F)c1C(=O)OC	-2.3%&5.9%	0.9%&-2.4%	12.5%&-5.1%
Oc1cncc(Cc2ccccc2)c1	.	-2.8%	?
Fc1ccc(-n2ncc3c(N4CCN(c5ccccc5F)CC4)ncnc32)cc1	0.0%	2.6%	-12.2%
CCOc1ccc(NC(=O)CSc2nc(=O)n(Cc3cccnc3)c3c2CCC3)cc1	-1.4%	-0.9%	15.9%
O=C(CCC(=O)Nc1ccccc1Cl)NNS(=O)(=O)c1ccc(Cl)cc1	2.5%	-2.9%	21.9%
O=C(CSc1nc2c([nH]c3ccccc32)c(=O)n1-c1ccccc1F)NCC1CCCO1 (centres undefined)	5.1%	-26.3%	-16.2%
Cc1c(C)n(Cc2ccccc2)c2ccc(C(=O)NCc3ccco3)cc12	7.9%	-27.6%	16.4µM*
COc1cc(OC)c(-c2sc(Nc3ccccc3)n[n+]2-c2ccc(F)cc2)cc1OC	.	-7.7%	-24.6%
Cc1c(NC(=O)OC(C)C)sc(=S)n1C	2.2%	1.0%	-8.2%
Cc1cc(N2CCN(C3CCCC3)CC2)n2c(nc3ccccc32)c1C#N	-2.7%	-4.8%	?
COc1ccc(CC(NC(C)=O)C(=O)NC2CCN(S(=O)(=O)c3ccccc3)CC2)cc1OC (centres undefined)	-1.0%	-2.8%	-25.9%
C/C(=N\OC(=O)c1ccc(C)cc1)c1c(C)nc2cc(C)ccn12	0.0%	-4.8%	3.0%
CCOC(=O)C(C)Oc1ccc2c(CC)cc(=O)oc2c1C (centres undefined)	7.0%	-5.5%	4.6%

Screening data as filed in PubChem BioAssay.

These rows are one share of the data; count on the stated rates, not on these rows.
